# Bioassay records (PubChem BioAssay)
# EPAC2 antag: qHTS for Antagonist of cAMP-regulated guanine nucleotide exchange factor 2 (EPAC2): primary screen; EPAC2 GEF exchange of Rap1B-BODIPY-GDP, fluorescence; Potency, µM (top dose mostly 114 µM), for inactives: top-dose activity, negative = inhibition, hits mostly inhibitors; 360,000 compounds, 0.18% hits; AID 720708, 2013; also: % is scaled to controls: 0 for no effect and ±100 for the full control effect; nearly all actives have a fitted effect of over 45% in size; many of its hits are not listed in these tables
# Target sequence (Q8WZA2 whole entry, looked up): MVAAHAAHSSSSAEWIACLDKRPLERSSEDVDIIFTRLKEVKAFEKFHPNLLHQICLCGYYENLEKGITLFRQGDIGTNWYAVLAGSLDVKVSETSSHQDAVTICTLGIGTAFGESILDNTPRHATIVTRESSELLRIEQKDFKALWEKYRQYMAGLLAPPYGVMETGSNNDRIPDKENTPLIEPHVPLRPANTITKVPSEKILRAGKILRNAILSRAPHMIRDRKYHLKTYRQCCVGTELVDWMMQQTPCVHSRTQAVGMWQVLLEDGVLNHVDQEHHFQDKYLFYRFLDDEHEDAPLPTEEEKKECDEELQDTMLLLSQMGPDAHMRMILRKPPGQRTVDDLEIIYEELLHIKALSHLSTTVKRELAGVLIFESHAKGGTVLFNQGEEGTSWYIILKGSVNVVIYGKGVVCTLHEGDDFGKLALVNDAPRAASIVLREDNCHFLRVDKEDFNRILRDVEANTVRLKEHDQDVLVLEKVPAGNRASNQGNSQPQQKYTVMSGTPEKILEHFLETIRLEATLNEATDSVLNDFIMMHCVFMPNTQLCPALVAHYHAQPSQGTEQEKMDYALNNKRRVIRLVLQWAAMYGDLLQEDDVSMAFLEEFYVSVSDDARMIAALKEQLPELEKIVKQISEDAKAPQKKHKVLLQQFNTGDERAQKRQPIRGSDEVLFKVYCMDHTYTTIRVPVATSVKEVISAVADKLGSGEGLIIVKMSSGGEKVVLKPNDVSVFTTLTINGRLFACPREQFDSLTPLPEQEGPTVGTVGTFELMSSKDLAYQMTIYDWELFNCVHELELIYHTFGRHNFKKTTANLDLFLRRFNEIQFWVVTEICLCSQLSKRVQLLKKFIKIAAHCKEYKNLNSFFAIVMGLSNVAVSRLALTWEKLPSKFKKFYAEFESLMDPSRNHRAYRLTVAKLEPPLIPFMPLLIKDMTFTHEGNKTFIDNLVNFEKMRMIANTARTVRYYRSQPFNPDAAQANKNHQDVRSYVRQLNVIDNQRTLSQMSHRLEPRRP
# S2 tox: Viability Counterscreen for Primary qHTS for Inhibitors of ATXN expression. S2 cells (HEK-293 line with an ATXN2-luciferase reporter) viability, CellTiter-Fluor protease fluorescence, 24 h. 400,000 compounds, 0.49% hits. Potency, µM (highest dose often 56.7 µM), usual class: cytotoxic; also: nearly all actives have a fitted effect of over 40% in size
# TGFb inhibitor: qHTS for Inhibitors of TGF-b; AID 588855, 2011; HepG2 CAGA-GFP TGF-b/SMAD3 reporter, GFP fluorescence, 18 h; TGF-beta stimulated, 500 pg/mL final; Potency, µM (doses to about 46.1 µM), for inactives: top-dose activity, negative = inhibition, usual class: inhibitors; 410,000 compounds, 1.2% hits; also: % is scaled to controls: 0 for no effect and ±100 for the full control effect; nearly all actives have a fitted effect of over 65% in size
#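 HEPG2 CAGA-GFP, 1000 cells/well; 2 h settle, 37 C; cpd via pin tool; TGF-b 500 pg/mL final; 18 h, 37 C; GFP imaging ex488/em500-530; %Activity normalised to -TGF-b and +DMSO controls; CRC fit, curve class.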
# HepG2 tox: qHTS for Inhibitors of TGF-b: Cytotox Counterscreen; 410,000 compounds, 0.76% hits; HepG2 CAGA-GFP viability, ATP luminescence, 18 h; Potency, µM (top dose mostly 46.1 µM), for inactives: at the top dose activity change, negative = cytotoxicity, actives largely listed as cytotoxic; also: some results filed as inactive show a strong effect at the top dose
#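 HepG2 CAGA-GFP cells (1000/well, DMEM with 1% FBS) received compound, then TGF-beta at 500 pg/mL final, and were incubated 18 hours at 37 degrees C. Viability was read by CellTiter-Glo luminescence. Media-only wells were set as complete cell-killing and DMSO as no toxicity.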
# A549 tox: Nrf2 qHTS screen for inhibitors: counterscreen for cytotoxicity; Potency, µM (highest dose often 46 µM), for the others: at the highest dose activity change, negative = cytotoxicity, usual class: inhibitors; A549 ARE-Fluc cells, CellTiter-Fluor viability, 18-24 h; 390,000 compounds, 0.16% hits; also: % is scaled to controls: 0 for no effect and ±100 for the full control effect
#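 A549 ARE_Fluc cells in 5% FBS OPTI-MEM were exposed to compounds in concentration-response for 18-24 h at 37 deg C. Viability was read by CellTiter-Fluor fluorescence (Ex 405/Em 525) after 30 min, before the luciferase read.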
# ATXN2 expr inh: Primary qHTS for Inhibitors of ATXN expression; HEK-293 ATXN2-luciferase reporter, luminescence, 24 h; Potency, µM (series often up to 57 µM), for inactives: at the top dose activity change, negative = inhibition, most hits filed as inhibitors; 360,000 compounds, 0.72% hits; AID 1745845, 2022; also: % is scaled to controls: 0 for no effect and ±100 for the full control effect; nearly all actives have a fitted effect of over 55% in size
#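 ATXN2-luciferase reporter cells (luciferase flanked by upstream and downstream ATXN2 gene portions) were treated 24 h at 37 °C with compounds at up to 57 uM. SteadyGlo luminescence gave expression; GF-AFC fluorescence gave viability.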
# MCF10A rerep: A quantitative high throughput screen for small molecules that induce DNA re-replication in MCF 10a normal breast cells | MCF 10A DNA re-replication, Hoechst nuclear intensity, 48 h | Potency, µM (highest dose often 46.1 µM), without a hit: at the top dose activity, positive = re-replication, most hits filed as activators | 350,000 compounds, 2.9% hits; also: % of control where 0% means no effect; nearly all actives have a fitted effect of over 50% in size
# Nrf2 ARE act: qHTS of Nrf2 Activators; AREc32 ARE-luciferase reporter (MCF7-derived line), luminescence, 24 h; AID 624171, 2012; Potency, µM (titrated, usually from 46.1 µM), for the others: at the highest dose activation, usual class: activators; 410,000 compounds, 0.31% hits; also: % of control where 0% means no effect; nearly all actives have a fitted effect of over 65% in size
#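 Steps: seed AREc32_Fluc cells (1000/well, 5% FBS OPTI-MEM); incubate overnight at 37 deg C; add 23 nL compound; incubate 24 hr; add Steady-Glo; hold 30 min RT; read luminescence.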
# Nrf2 inh: Nrf2 qHTS screen for inhibitors. A549 ARE-Fluc reporter, luciferase luminescence, 18-24 h. Potency, µM (highest dose often 46 µM), without a hit: top-dose activity change, negative = inhibition, most hits filed as inhibitors. 360,000 compounds, 2.1% hits. AID 504444, 2011; also: % is scaled to controls: 0 for no effect and ±100 for the full control effect; nearly all actives have a fitted effect of over 60% in size
#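 Concentration-response testing used A549 ARE_Fluc cells at 5000 cells/well. Following an 18-24 h compound incubation, viability was read by fluorescence (Ex 405/Em 525) and luciferase output by luminescence.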
# Starred values were filed as active, the others as inactive; i = inactive; ? = inconclusive; · = no result given; [ ] = remark or other dose. Calls follow the shape of the dose curve; as a rule, active = well fitted curve in the direction sought with a large enough effect; inconclusive = small, poorly fitted or top-dose-only effect, or another doubt; inactive = no such curve, though single readings can be large; an effect the other way counts as inactive or inconclusive. Potency is read from the fitted curve at half-maximal effect.
Structure | EPAC2 antag | Nrf2 ARE act | ATXN2 expr inh | MCF10A rerep | Nrf2 inh | TGFb inhibitor | S2 tox | A549 tox | HepG2 tox
C=CCNC(=O)COc1coc(CN2CCN(C(=O)c3ccco3)CC2)cc1=O | 10% | -1.0% | 1% | 0% | 3% | -10% | i | 2% | 10%
COC(=O)c1cc(NS(=O)(=O)c2ccc(F)cc2)ccc1N1CCOCC1 | 5% | 0.6% | · | -3% | -13% | 7% | i | 2% | -1%
COc1ccc(-c2nc(C)c(CCNC(=O)C(=O)Nc3cc(C)cc(C)c3)s2)cc1OC | · | -0.3% | 12% | · | · | 7% | i | -1% | 1%
Cc1ccccc1C(=O)NNC(=O)c1ccc(F)cc1 | -1% | 0.0% | -12% | 0% | 12% | 7% | i | -8% | -9%
Cc1ccc(NNC(=O)c2ccc(Cl)cc2)nn1 | -7% | -0.4% | -10% | ? | -2% | -21% | i | 3% | -24%
Cc1ccc(-n2cc(CN3CCC(CO)(Cc4cccc(C(F)(F)F)c4)CC3)cn2)cc1 | -17% | -2.8% | -34%[11.3 µM] | 23% | ? | ? | i | -14% | 11µM*
O=C(CCC(=O)NNC(=O)c1ccccc1[N+](=O)[O-])NCc1ccccc1 | 4% | 0.5% | -15% | 0% | 20% | -12% | i | 7% | -29%
CCOc1ccccc1CNC(=O)C1CCCN(c2ncnc3c2nc2n3CCCCC2)C1 (centres undefined) | -12% | -0.4% | -3% | 44% | ? | -1% | i | -11% | -12%
CCOC(=O)c1c(C)n(C)c2ccc(OCC(O)Cn3c(C)nc4ccccc43)cc12 (centres undefined) | -3% | 0.2% | ? | ? | ? | ? | i | -24% | -13%
O=C(CSc1n[nH]c(=O)n1Cc1ccco1)c1ccc(F)cc1 | -4% | 2.5% | -27% | 22% | -13% | 4% | i | 4% | 3%
Cc1ccc(C(=O)N(C)Cc2ccc(N3CCOCC3)cc2)cc1S(=O)(=O)NCc1ccccc1 | -4% | -1.1% | -7% | 3% | ? | -3% | i | 2% | -21%
N#Cc1ccc(C(=O)N2CCN(c3nc4ccc(F)cc4s3)CC2)cc1 | · | -0.2% | · | · | · | -9% | · | -26% | -12%
CCOc1ccc(N(CC(=O)NCCc2ccccc2)S(=O)(=O)c2ccccc2)cc1 | -2% | 0.1% | -9% | 16% | -6% | 6% | i | -2% | 6%
Cc1ccc(C(=O)OC(C)CN2CCN(C)CC2)cc1 (centres undefined) | 4% | 4.0% | -2% | ? | 26% | 1% | i | 1% | -11%
CCCS(=O)(=O)N1CCN=C1SCc1ccc(F)cc1 | 2% | -0.1% | · | 0% | -2% | -10% | i | -5% | -24%
O=C(CCN1CCN(Cc2ccccc2)CC1)NNC(=O)c1cc2ccccc2o1 | 12% | -0.8% | -5% | 0% | 4% | 6% | i | 1% | -9%
O=C(CSc1ccccc1)NC(=O)NCc1ccccc1 | -4% | 2.3% | 7% | 4% | 2% | 19% | i | 0% | 1%
O=C(N/N=C/c1ccc(O)c(O)c1)c1cc(-c2ccccc2)nc2ccccc12 | 0% | 3.6% | 30% | 14% | -3% | 0% | i | 0% | -34%
CCc1nc2c3cnn(-c4cc(Cl)ccc4C)c3ncn2n1 | -1% | 3.6% | -7% | -3% | 2% | -8% | i | 1% | 17%
Cc1ccccc1NC(=O)c1sc2nc(N3CCOCC3)c3c(c2c1N)CC(C)(C)OC3 | · | 1.9% | 0% | · | 9% | 25% | i | -7% | -28%
CCN(CC(=O)Nc1ccc(NC(C)=O)cc1)C(=O)c1ccccc1Sc1ccccc1C#N | -11% | -0.4% | · | -8% | 7% | -9% | i | 0% | -10%
CC1CCCN(S(=O)(=O)c2ccc(CN3C(=O)c4cccnc4C3=O)cc2)C1 (centres undefined) | -21% | 0.0% | 5% | 11% | -6% | -9% | i | -1% | -14%
O=c1c2ccccc2nnn1CCO | -12% | 0.3% | · | -1% | ? | -5% | i | -9% | 2%
CCOc1ccc(NC(=O)c2cc3c(C)nc4ccccc4c3o2)cc1 | -11% | -1.0% | -9% | 2% | -23% | -12% | i | -2% | -3%
Cn1c(SCC(=O)Nc2nccs2)nnc1C1CC1 | 13% | 0.3% | 2% | 0% | 2% | 8% | i | 0% | 7%
COc1ccccc1NC(=S)Nc1ccc2cn[nH]c2c1 | 4% | 5.4% | -1% | ? | 2% | 2% | i | -1% | -19%
COc1cc(/C=c2\s/c(=C(/C#N)C(=O)N3CCCC3)n(-c3ccccc3)c2=O)ccc1O | 16% | -0.6% | -12% | 4% | ? | -9% | i | -16% | -4%
O=C1NC(c2ccccc2OC(F)F)Oc2ccccc21 (centres undefined) | -4% | 1.9% | -37% | ? | -18% | -12% | i | 2% | 5%
CC(C)NC(=O)c1ccc(CNC(=O)OCC(F)(F)F)cc1 | 9% | 0.5% | 1% | -3% | -4% | 5% | i | -7% | 13%
CC1CCN(Cc2c(C(=O)N3CCc4ccccc4C3)nc3ccc(Cl)cn23)CC1 | -19% | 1.7% | -28% | -11% | 5% | -7% | i | 6% | -21%
Cc1ccc(NC(=O)CSc2nncn3c2cc2sccc23)cc1F | · | 7.3% | · | · | ? | ? | · | -16% | -53%
O=C(CCNC(=O)c1ccc(Cl)cc1)Nc1ccccc1N1CCCC1 | 20% | 2.1% | 2% | 6% | 3% | ? | i | 12% | -2%
COc1ccc(OCC(=O)N2CCN(C(=O)COc3ccccc3)CC2)cc1 | 11% | -0.2% | -5% | 1% | -22% | -6% | i | -13% | -12%
COc1ccc(S(=O)(=O)Nc2cccc(-c3ccc(N4CCCCC4)nn3)c2)cc1F | · | 12% | 14% | · | · | ? | i | -23% | -41%
O=C(N=C1SC2CS(=O)(=O)CC2N1c1ccc(OC(F)(F)F)cc1)C1CC1 (centres undefined) | -1% | -0.6% | 9% | -1% | ? | 11% | i | 4% | 0%
Cc1cccc(C2Nc3ccccc3C(=O)N2CCc2ccccc2)n1 (centres undefined) | -5% | 3.4% | 5% | 18% | 19% | 13% | i | -3% | -19%
CC(=O)NCCn1c(SCC(=O)NCc2ccco2)nc2ccccc2c1=O | -3% | -0.2% | 6% | 3% | 4% | 3% | i | 8% | -11%
Cc1ccc([C@@H]2CC=C(C(=O)O)[C@H](c3ccc(C(C)(C)C)cc3)N2S(=O)(=O)c2ccc(C)cc2)cc1 | ? | 3.6% | ? | ? | 18µM* | ? | ? | -23% | -86%
CCOc1ccc(N/C=C/C(=O)c2ccc3ccccc3c2)c([N+](=O)[O-])c1 | -12% | 0.2% | 21% | 1% | · | -16% | i | -13% | 1%
O=c1nc2scc(-c3ccccc3)n2c2ccccc12 | 7% | -0.6% | -12% | -2% | -13% | 21% | i | 9% | 5%
COc1cccc(CN(C)CC(=O)NC(=O)NCc2ccco2)c1 | -6% | 0.6% | 1% | 1% | 22% | -7% | i | ? | -2%
O=[N+]([O-])c1cccc(Oc2ncccc2[N+](=O)[O-])c1 | 9% | -0.3% | -1% | 1% | -3% | -16% | i | -1% | -3%
CC1CCCC(C)N1C(=O)CSc1nnc(-c2c[nH]c3ccccc23)o1 (centres undefined) | -2% | 3.6% | 67%[activator] | -2% | -13% | -11% | i | -6% | -22%
Cc1ccc(-c2cc(C(F)(F)F)n3ncc(C(=O)N4CCCCC4c4cccnc4)c3n2)cc1 (centres undefined) | 2% | -0.7% | -21% | 3% | 7% | 15% | · | -1% | 3%
COC(=O)c1c(NC(=O)CN2C(=O)NC3(CCC(C(C)(C)C)CC3)C2=O)sc2c1CCCCC2 (centres undefined) | 0% | -0.3% | -20%[11.3 µM] | 10% | 1% | -1% | i | -5% | 9%
COc1ccc(N2CCN(CC(O)COc3cc(C)cc(C)c3)CC2)cc1 (centres undefined) | -1% | -0.2% | -13% | 2% | -14% | -22% | ? | 1% | -17%
COc1ccc(OCC(=O)Nc2ccc(-c3nc4cc(C)cc(C)c4o3)cc2)cc1 | · | 9.2% | 4% | · | ? | -5% | i | 1% | -25%
CC1CCCCN1C(=O)c1cccc(NC2=C(Cl)C(=O)N(Cc3ccccc3)C2=O)c1 (centres undefined) | 0% | 18% | · | 23µM* | -13% | ? | i | 0% | 1%
CC(=O)c1ccc(NC(=O)C(C)Sc2nnc(-c3ccncc3)n2C2CC2)cc1 (centres undefined) | -9% | 2.2% | -6% | 4% | 0% | 8% | ? | -2% | 2%
CSCC(=O)NS(=O)(=O)c1ccc(C)cc1 | 9% | 0.5% | 2% | 3% | 2% | 0% | i | -1% | 6%

# Some entries already given, reduced to Nrf2 ARE act:
Structure	Nrf2 ARE act
Cc1ccccc1C(=O)NNC(=O)c1ccc(F)cc1	0.0%
Cc1ccc(NNC(=O)c2ccc(Cl)cc2)nn1	-0.4%
Cc1ccc(-n2cc(CN3CCC(CO)(Cc4cccc(C(F)(F)F)c4)CC3)cn2)cc1	-2.8%
O=C(CCC(=O)NNC(=O)c1ccccc1[N+](=O)[O-])NCc1ccccc1	0.5%

# (next part)
Structure | EPAC2 antag | Nrf2 ARE act | ATXN2 expr inh | MCF10A rerep | Nrf2 inh | TGFb inhibitor | S2 tox | A549 tox | HepG2 tox
COc1ccc(NC(=O)C2Cc3c(-c4ccccc4Oc4ccccc4)ccnc3O2)cn1 (centres undefined) | 2% | 0.4% | ? | · | · | ? | i | · | -31%
COc1ccc(NC(=O)C(NC(=O)/C=C\c2ccc3c(c2)OCO3)c2ccc(OC)cc2)cc1 (centres undefined) | · | 4.0% | -6% | · | 8%[9.27 µM] | -10% | i | 0% | -1%
Cc1ccnc2nc(C(=O)OCC(=O)c3c[nH]c4ccccc34)nn12 | 0% | 1.8% | 0% | -4% | 14% | -19% | i | 0% | -40%
CCOc1cc(C=C2C(=O)c3ccccc3C2=O)ccc1OCC(=O)Nc1ccc(C)cc1 | 20% | -0.5% | -18% | 0% | 4% | 2% | i | -7% | -19%
O=c1c2sc3ccccc3c2n(Cc2cccc(C(F)(F)F)c2)c(=O)n1Cc1ccccc1 | · | 0.2% | 12% | · | -26% | -2% | i | -3% | 0%

# These rows are one share of the data (hit frequency here may not be typical).
